Bioassay records deposited in PubChem by several laboratories.
TLR9-MyD88 inh: inhibitors of TLR9-MyD88 association in cells, primary screen, cell-based, CHO, BLA complementation, fluorescence; Toll-like receptor 9 (Homo sapiens) + Myeloid differentiation primary response protein …; CCF4 FRET ratio; AID 504734, 2011; 340,000 compounds, 0.21% hits; inhibition, % at 4.98 µM;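 active = inhibition above the mean over all tested compounds plus 3 SD, cut at about 21% in these data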;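 note: 0% = DMSO only wells and 100% = clavulanate BLA inhibitor control wells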
SRC1 inh: SRC1 coactivator transcriptional activity inhibitors, primary screen, cell-based, luminescence. HEK293 GAL4-SRC1 luciferase reporter. inhibition, % at 3.6 µM. 360,000 compounds, 0.12% hits. AID 588354, 2011;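 active = inhibition above the campaign mean plus 3 SD, with each screening campaign given its own cutoff, cut at about 60% in these data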;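 note: 0% = DMSO treated cells and 100% = gossypol at 36 µM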
NOD2-RIPK2 inh: NOD2-RIPK2 binding disruptors in cells, primary screen, fluorescence, CHO cells, BLA complementation; Receptor-interacting serine/threonine-protein kinase 2 (Homo sapiens), O43353; CCF4 ratio; inhibition, % at 4.98 µM; 360,000 compounds, 0.38% hits; AID 624267, 2012; in the data active = inhibition above about 21%;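 note: 0% = vehicle only and 100% = reference blocker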
COUP-TFII inh: NR2F2 transcriptional activity inhibitors, primary screen, cell-based, luciferase reporter, HEK293T, luminescence; HEK293T NGFI-A luciferase reporter; inhibition, % at 8.6 µM; 370,000 compounds, 0.7% hits;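 active = inhibition above a per-plate cutoff, mean inhibition of test wells between control levels plus 3 SD, cut at about 38% in these data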;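 note: cells cotransfected with COUP-TFII expression vector driving the NGFI-A reporter; 0% = median of COUP-TF2 test wells and 100% = reporter-only cells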
SRC2 inh: inhibition of GAL4-SRC2 driven luciferase reporter, primary screen, SRC2 inhibitor project, cell-based, luminescence | inhibition, % at 9 µM | Nuclear receptor coactivator 2 (Homo sapiens), Q15596 | 370,000 compounds, 0.17% hits | HEK293 GAL4-SRC2 luciferase reporter;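 active = inhibition above the mean inhibition of all tested compounds plus 3 SD, set per campaign, cut at about 52% in these data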;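 note: 0% = DMSO treated cells and 100% = cells given Gossypol at 36 µM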
MC4R antag cAMP: MC4R antagonists of cAMP signaling, primary screen, cell-based, TR-FRET, antagonist arm of biased-ligand search; MC4R-expressing cells, MTII-stimulated cAMP, LANCE TR-FRET; inhibition, % at 6.5 µM; 360,000 compounds, 0.48% hits;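 active = inhibition above its plate's cutoff, the mean of tested wells on that plate plus 3 SD, cut at about 29% in these data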;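 note: 0% = Melanotan II alone and 100% = Melanotan II plus saturating MCL0020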
Target sequence (P32245 whole entry, looked up): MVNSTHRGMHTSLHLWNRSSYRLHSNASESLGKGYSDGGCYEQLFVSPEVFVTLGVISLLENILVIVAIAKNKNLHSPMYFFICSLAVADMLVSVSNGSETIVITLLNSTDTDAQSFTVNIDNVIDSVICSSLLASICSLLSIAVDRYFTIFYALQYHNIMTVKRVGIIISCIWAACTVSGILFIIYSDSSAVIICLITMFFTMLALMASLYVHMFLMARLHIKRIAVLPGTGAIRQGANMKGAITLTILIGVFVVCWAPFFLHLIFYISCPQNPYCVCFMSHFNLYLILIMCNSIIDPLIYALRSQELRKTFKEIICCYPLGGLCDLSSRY
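System: U2OS cells stably expressing human melanocortin 4 receptor (MC4R). Reagent: Melanotan II challenge after compound preincubation. Doses: 6.5 µM. Times: 30-min compound, 1-h challenge, 1-h detection, room temperature. Measured by: TR-FRET with Eu-cAMP and labeled anti-cAMP, 671 nm. Replicates: singlicate.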
NR5A2 inv ag: LRH-1 (NR5A2) inverse agonists, primary screen, cell-based, luminescence, HEK293T, StAR-luciferase reporter | Nuclear receptor subfamily 5 group A member 2 (Homo sapiens), O00482 | LRH-1 transfected, 24 h | inhibition, % at 3.6 µM | 360,000 compounds, 0.13% hits;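 active = inhibition above the mean inhibition of all tested compounds plus 3 SD, cut at about 73% in these data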;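 note: 0% = DMSO wells and 100% = reporter-only cells lacking LRH-1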
Target sequence (O00482 whole entry, looked up): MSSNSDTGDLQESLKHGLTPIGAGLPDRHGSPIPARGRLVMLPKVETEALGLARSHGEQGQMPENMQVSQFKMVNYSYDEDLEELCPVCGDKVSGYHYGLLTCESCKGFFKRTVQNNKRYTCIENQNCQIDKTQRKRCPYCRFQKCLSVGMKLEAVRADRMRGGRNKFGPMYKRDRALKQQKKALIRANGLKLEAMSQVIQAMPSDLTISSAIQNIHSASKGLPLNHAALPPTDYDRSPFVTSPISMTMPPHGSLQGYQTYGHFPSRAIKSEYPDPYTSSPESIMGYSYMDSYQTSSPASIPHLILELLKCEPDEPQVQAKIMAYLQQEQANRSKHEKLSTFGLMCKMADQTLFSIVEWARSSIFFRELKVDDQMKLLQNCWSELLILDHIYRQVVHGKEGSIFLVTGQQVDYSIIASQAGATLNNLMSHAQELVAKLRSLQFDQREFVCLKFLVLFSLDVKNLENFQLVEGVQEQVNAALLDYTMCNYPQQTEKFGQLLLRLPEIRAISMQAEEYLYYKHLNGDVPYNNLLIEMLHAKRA
MC4R ag barr: MC4R agonists recruiting beta-arrestin, primary screen, cell-based, luminescence, agonist arm of biased-ligand search | AID 540308, 2011 | U2OS MC4R beta-arrestin complementation; percent of melanotan II response, DMSO zero | activation, % at 8.9 µM | 360,000 compounds, 0.98% hits | Melanocortin receptor 4 (Homo sapiens), P32245;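 active = activation above a per-plate cutoff, the mean activation of sample wells on that plate plus 3 SD, cut at about 8% in these data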
ABHD5 PLIN5 PPI: ABHD5-PLIN5 interaction inhibitors, primary screen, cell lysate, split luciferase complementation, luminescence; Split G. princeps luciferase complementation, 4 h; inhibition, % at 4 µM; Perilipin-5 (Homo sapiens) + 1-acylglycerol-3-phosphate O-acyltransferase ABHD5 (Homo …; 360,000 compounds, 0.78% hits;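 active = inhibition above the mean inhibition across every tested compound plus 3 SD, cut at about 22% in these data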;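 note: 0% = DMSO only wells and the 100% control is not disclosed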
SRC3 inh: SRC3 coactivator transcriptional activity inhibitors, primary screen, cell-based, luminescence; inhibition, % at 3.6 µM; AID 588352, 2011; HEK293 GAL4-SRC3 luciferase reporter; Nuclear receptor coactivator 3 (Homo sapiens), Q9Y6Q9; 360,000 compounds, 0.17% hits;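 active = inhibition above a per-campaign cutoff, the mean of all compounds plus 3 SD, cut at about 60% in these data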;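 note: 0% = DMSO-treated cells and 100% = gossypol-treated cells at 36 µM; higher means less SRC3-driven luciferase light from the GAL4 reporter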
LMP1 NFkB inh: EBV LMP1-driven NF-kappaB luciferase reporter inhibitors, primary screen, cell-based, luminescence, single point. LMP1-induced NF-kappaB luciferase reporter cells. inhibition, % at 12.5 µM. 350,000 compounds, 0.69% hits; in the data active = inhibition above about 41%;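 note: 0% = neutral control wells and 100% = reference inhibitor control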
An asterisk follows results filed as active.

`COc1ccc(-c2noc(C3CCCN(C(=O)c4ccccc4C)C3)n2)cc1` (stereo not given) gave TLR9-MyD88 inh -13, SRC1 inh -1, NOD2-RIPK2 inh 5, COUP-TFII inh 21, SRC2 inh 23, MC4R antag cAMP 3, NR5A2 inv ag -13, MC4R ag barr -0.5, ABHD5 PLIN5 PPI 6, SRC3 inh 4 and LMP1 NFkB inh 13.
COc1ccc(SC2=C[C@@]3(O)CC[C@@H](O)[C@@](Sc4ccc(OC)cc4)(C2=O)[C@H]3O)cc1 was read as NOD2-RIPK2 inh 4, COUP-TFII inh 2, SRC2 inh -8, NR5A2 inv ag -11 and ABHD5 PLIN5 PPI -6.
`CC(=O)c1ccc(NC(=O)COC(=O)CCC2CCCC2)cc1` gave TLR9-MyD88 inh 5, SRC1 inh -1, NOD2-RIPK2 inh -5, COUP-TFII inh -5, SRC2 inh -2, MC4R antag cAMP -1, NR5A2 inv ag -5, MC4R ag barr 2.9, ABHD5 PLIN5 PPI -2, SRC3 inh 4 and LMP1 NFkB inh -14.
For Cc1cc(=O)oc2c3c(cc(OCC(=O)NCc4ccco4)c12)OC(C)(C)CC3 the results were TLR9-MyD88 inh -8, SRC1 inh 0, NOD2-RIPK2 inh 2, COUP-TFII inh -20, SRC2 inh 9, MC4R antag cAMP -4, NR5A2 inv ag 5, MC4R ag barr -0.5, ABHD5 PLIN5 PPI -2, SRC3 inh -5 and LMP1 NFkB inh -1.
`COc1ccccc1COCC(O)CN(Cc1ccco1)Cc1ccccc1O` (stereo not given) gave TLR9-MyD88 inh 4, SRC1 inh 10, NOD2-RIPK2 inh -1, COUP-TFII inh 2, SRC2 inh -7, MC4R antag cAMP 4, NR5A2 inv ag -3, MC4R ag barr 1.6, ABHD5 PLIN5 PPI -6, SRC3 inh 12 and LMP1 NFkB inh 3.
NC(=O)c1ccc(NCC2COc3ccccc3O2)c([N+](=O)[O-])c1 (stereo not given) was read as TLR9-MyD88 inh 8, SRC1 inh -9, NOD2-RIPK2 inh -2, COUP-TFII inh -21, SRC2 inh 4, MC4R antag cAMP 36*, NR5A2 inv ag 1, MC4R ag barr -0.8, ABHD5 PLIN5 PPI 5, SRC3 inh -9 and LMP1 NFkB inh -11.
For C=CCn1c(SCC(=O)Nc2cc(C)ccc2C)nnc1-c1cnccn1 the results were TLR9-MyD88 inh 1, SRC1 inh -3, NOD2-RIPK2 inh 0, COUP-TFII inh -6, SRC2 inh -23, MC4R antag cAMP -5, NR5A2 inv ag 17, MC4R ag barr -0.9, ABHD5 PLIN5 PPI -2, SRC3 inh -13 and LMP1 NFkB inh 2.
Cc1cc(C(=O)CSc2nnnn2-c2ccccc2)c(C)n1CC1CCCO1 (stereo not given) was read as TLR9-MyD88 inh 0, SRC1 inh -115, NOD2-RIPK2 inh 6, COUP-TFII inh -26, SRC2 inh -58, MC4R antag cAMP -2, NR5A2 inv ag -91, MC4R ag barr -0.5, ABHD5 PLIN5 PPI -7, SRC3 inh -82 and LMP1 NFkB inh -23.
Screening CCC(CC)C(=O)Nc1cccc(C(=O)N2CCCCCC2)c1 returned TLR9-MyD88 inh 0, SRC1 inh -6, NOD2-RIPK2 inh 4, COUP-TFII inh 8, SRC2 inh 6, MC4R antag cAMP 0, NR5A2 inv ag 4, MC4R ag barr 1.4, ABHD5 PLIN5 PPI -2, SRC3 inh 8 and LMP1 NFkB inh -1.
For CCCCCCn1c(=O)n2n(c1=O)C[C@]1(OC(=O)Nc3c(C)noc3C)CN(S(=O)(=O)c3ccc(C)cc3)C[C@]1(O)C2 the results were TLR9-MyD88 inh -1, SRC1 inh -18, NOD2-RIPK2 inh -7, COUP-TFII inh 6, SRC2 inh 28, MC4R antag cAMP 9, NR5A2 inv ag 21, MC4R ag barr 1.1, ABHD5 PLIN5 PPI -10, SRC3 inh 6 and LMP1 NFkB inh -5.
For CC(=O)O/N=C/c1c(Cl)n(C)c2ccccc12 the results were TLR9-MyD88 inh 4, SRC1 inh 5, NOD2-RIPK2 inh 3, COUP-TFII inh 14, SRC2 inh 21, MC4R antag cAMP 8, NR5A2 inv ag 1, MC4R ag barr -1.9, ABHD5 PLIN5 PPI 0, SRC3 inh 6 and LMP1 NFkB inh -2.
CCN1CCN(C(CCc2ccccc2)C(=O)NC2CCCCC2)CC1 (stereo not given) was read as SRC1 inh 2, NOD2-RIPK2 inh -16, COUP-TFII inh 4, SRC2 inh -10, NR5A2 inv ag -10, ABHD5 PLIN5 PPI -5 and SRC3 inh 24.
Screening CN1CCN(c2ccccc2NC(=O)c2cccc([N+](=O)[O-])c2)CC1 returned TLR9-MyD88 inh -6, SRC1 inh -5, NOD2-RIPK2 inh -2, COUP-TFII inh -5, SRC2 inh 4, MC4R antag cAMP 0, NR5A2 inv ag 0, MC4R ag barr -1.2, ABHD5 PLIN5 PPI 4, SRC3 inh 4 and LMP1 NFkB inh -3.
Screening CCN(C(=O)CSc1nnc(-c2ccc(F)cc2)n1C)C1CCS(=O)(=O)C1 (stereo not given) returned TLR9-MyD88 inh -2, SRC1 inh -5, NOD2-RIPK2 inh -5, COUP-TFII inh 0, SRC2 inh 24, MC4R antag cAMP -2, NR5A2 inv ag -3, MC4R ag barr -0.7, ABHD5 PLIN5 PPI -8, SRC3 inh -8 and LMP1 NFkB inh 8.
For CCNC(=O)C1(C)CCCN(C(=O)c2nc(C)oc2C)C1 (stereo not given) the results were SRC1 inh -1, NOD2-RIPK2 inh -3, COUP-TFII inh 7, SRC2 inh -9, MC4R antag cAMP 2, NR5A2 inv ag 18, MC4R ag barr 0.6, ABHD5 PLIN5 PPI 6 and SRC3 inh -3.
For CCC1CCc2c(sc(NC(=O)C3c4ccccc4Oc4ccccc43)c2C(N)=O)C1 (stereo not given) the results were TLR9-MyD88 inh 4, SRC1 inh -17, NOD2-RIPK2 inh 3, COUP-TFII inh 2, SRC2 inh 0, MC4R antag cAMP -1, NR5A2 inv ag -3, MC4R ag barr 6.1, ABHD5 PLIN5 PPI -5, SRC3 inh 7 and LMP1 NFkB inh -4.
Screening CCn1nnc(-c2ccccc2NC(=O)c2cccc(-n3cnnn3)c2)n1 returned TLR9-MyD88 inh 6, SRC1 inh 16, NOD2-RIPK2 inh -7, COUP-TFII inh -13, SRC2 inh 2, MC4R antag cAMP 5, NR5A2 inv ag -9, MC4R ag barr 1.4, ABHD5 PLIN5 PPI 1, SRC3 inh 13 and LMP1 NFkB inh 3.
Cc1ccc(-n2ncc3c2CC(C)(C)CC3NC(=O)c2ccccn2)cc1 (stereo not given) was read as TLR9-MyD88 inh -17, SRC1 inh 20, NOD2-RIPK2 inh 3, COUP-TFII inh 8, SRC2 inh -1, MC4R antag cAMP 28, NR5A2 inv ag -32, MC4R ag barr 3.1, ABHD5 PLIN5 PPI 8, SRC3 inh 3 and LMP1 NFkB inh 2.
Screening CN(C)c1ccc(C(=O)C(=O)N2CCN(c3ccccc3)CC2)cc1 returned NOD2-RIPK2 inh 0, COUP-TFII inh -17, SRC2 inh 8, NR5A2 inv ag -14 and ABHD5 PLIN5 PPI -2.
CCN(c1ccccc1)S(=O)(=O)c1cc(C(=O)Nc2ccc(F)c(F)c2)ccc1F was read as TLR9-MyD88 inh 4, SRC1 inh 14, NOD2-RIPK2 inh 6, COUP-TFII inh 44*, SRC2 inh 3, MC4R antag cAMP 8, NR5A2 inv ag 34, MC4R ag barr 3.6, ABHD5 PLIN5 PPI -1, SRC3 inh 12 and LMP1 NFkB inh 14.
CCn1cc([N+](=O)[O-])c(C(=O)N2CCCc3ccccc32)n1 was read as TLR9-MyD88 inh -10, SRC1 inh -33, NOD2-RIPK2 inh -9, COUP-TFII inh 9, SRC2 inh 14, MC4R antag cAMP 0, NR5A2 inv ag 17, MC4R ag barr -0.2, ABHD5 PLIN5 PPI 7, SRC3 inh 25 and LMP1 NFkB inh -3.
Screening O=C(OCc1ccc(Cl)c(Cl)c1)c1cccnc1Cl returned TLR9-MyD88 inh -8, SRC1 inh 0, NOD2-RIPK2 inh -9, COUP-TFII inh -6, SRC2 inh -8, MC4R antag cAMP 2, NR5A2 inv ag 5, MC4R ag barr 0.1, ABHD5 PLIN5 PPI -5, SRC3 inh 17 and LMP1 NFkB inh 3.
Screening CC(C)C[C@H]1CN=C(Nc2ccccc2)N1CCC1CCCC1 returned TLR9-MyD88 inh -3, SRC1 inh 0, NOD2-RIPK2 inh 0, COUP-TFII inh 5, SRC2 inh -1, MC4R antag cAMP -2, NR5A2 inv ag -25, MC4R ag barr -0.4, ABHD5 PLIN5 PPI 2, SRC3 inh 11 and LMP1 NFkB inh -9.
Cc1onc(-c2ccccc2)c1C(=O)n1nnc2ccccc21 was read as TLR9-MyD88 inh 4, SRC1 inh -15, NOD2-RIPK2 inh -1, COUP-TFII inh 15, SRC2 inh -9, MC4R antag cAMP 8, NR5A2 inv ag 2, MC4R ag barr -1.6, ABHD5 PLIN5 PPI 0, SRC3 inh -5 and LMP1 NFkB inh -1.
`COc1ccc(NS(=O)(=O)c2cc(NC(=O)c3sccc3C)ccc2N2CCOCC2)cc1` gave TLR9-MyD88 inh 6, SRC1 inh 4, NOD2-RIPK2 inh -2, COUP-TFII inh 10, SRC2 inh -4, MC4R antag cAMP 16, NR5A2 inv ag -4, MC4R ag barr 3.6, ABHD5 PLIN5 PPI 2, SRC3 inh 5 and LMP1 NFkB inh 17.
COc1ccc(C(C(=O)NCC2CCCO2)N(C(=O)CNC(=O)c2ccco2)c2cc(C)cc(C)c2)cc1OC (stereo not given) was read as TLR9-MyD88 inh -6, SRC1 inh -7, NOD2-RIPK2 inh -14, COUP-TFII inh 5, SRC2 inh -7, MC4R antag cAMP -3, NR5A2 inv ag -2, MC4R ag barr 0.4, ABHD5 PLIN5 PPI 2, SRC3 inh 5 and LMP1 NFkB inh 5.

An excerpt; the hit share may differ from the screen's.
